From PubChem
GALK inh: qHTS Assay for Inhibitors of Human Galactokinase (GALK). P51570. Purified GALK, Kinase-Glo residual ATP luminescence. Potency, µM (doses to about 57.5 µM), for the others: at the top dose activity change, negative = inhibition, actives largely listed as inhibitors. 0.007% of 270,000 active. AID 1868, 2009; also: potency is read from the fitted curve at half-maximal effect; % is scaled to controls: 0 for no effect and ±100 for the full control effect
Target sequence (P51570 whole entry, looked up): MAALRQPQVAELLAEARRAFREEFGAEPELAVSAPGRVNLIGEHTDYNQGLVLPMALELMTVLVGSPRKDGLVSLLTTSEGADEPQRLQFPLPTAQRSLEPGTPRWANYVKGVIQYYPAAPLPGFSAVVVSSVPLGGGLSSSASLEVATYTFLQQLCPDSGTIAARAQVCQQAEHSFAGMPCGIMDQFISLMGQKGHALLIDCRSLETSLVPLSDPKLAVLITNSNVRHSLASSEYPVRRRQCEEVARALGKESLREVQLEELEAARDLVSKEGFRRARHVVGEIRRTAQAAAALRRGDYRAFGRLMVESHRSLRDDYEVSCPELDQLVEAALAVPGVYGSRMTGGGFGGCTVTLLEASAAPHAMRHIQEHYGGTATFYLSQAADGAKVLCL
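Compounds were pin-transferred into ATP buffer (35 uM final), then GALK plus galactose (5 nM, 100 uM final) was added. After 1 h at room temperature, Kinase-Glo Plus was added and luminescence read after 10 min.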
Coupling enz: qHTS Assay for Inhibitors of Fructose-1,6-bisphosphate Aldolase from Giardia Lamblia: Coupling assay counterscreen | coupling enzyme system counterscreen, AmpLite Red fluorescence | activity change, negative = inhibition, % at 58.2 µM, hits read low | 0.67% of 290,000 active | AID 2472, 2010; in the data active = activity change below about -30%; also: % is scaled to controls: 0 for no effect and ±100 for the full control effect
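Fluorescence at 525 nm excitation and 598 nm emission measured inhibition of the coupled detection system without aldolase. Compounds (at 57.5 uM final) were preincubated 10 min at room temperature with coupling enzyme reagent before a 20 min substrate/AmpLite Red step.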
TCR act: Activators of T cell receptors: qHTS campaign. primary human leukocytes, anti-CD3, IL-2 HTRF, 48 h. Potency, µM (series often up to 9.22 µM), for the others: at the top dose activation of IL-2 secretion, hits mostly activators. 330,000 tested, under 10 active; also: % of control where 0% means no effect
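Primary human leukocytes receive a-CD3 beads and test compound and are incubated 48 hr. Secreted IL-2 is then assayed by HTRF, measuring 665nm acceptor emission after 320nm excitation of the europium donor.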
TSHR antagonist: Antagonists of the Thyroid Stimulating Hormone Receptor: HTS campaign; TSHR-expressing cells, TSH-stimulated cAMP HTRF, 2 h; stronger effect = lower value; Thyrotropin receptor (Homo sapiens), P16473; AID 504810, 2011; 0.2% of 330,000 active; activity change, negative = inhibition, % at 11.5 µM;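 active = activity change below a set negative limit, meaning inhibition stronger than a set level, cut at about -70% in these data; inconclusive = activity change between two set negative limits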; also: % is scaled to controls: 0 for no effect and ±100 for the full control effect
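TSHR-expressing cells were treated with compounds, then stimulated with TSH at EC80 (4nM final) for 2 hours at 37 deg C. Cellular cAMP was measured by HTRF competition between lysate cAMP and cAMP-d2 for a cryptate-labelled anti-cAMP antibody.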
MLL CXXC-DNA inh: qHTS Fluorescence Polarization Assay for Inhibitors of MLL CXXC domain - DNA interaction; Histone-lysine N-methyltransferase 2A (Homo sapiens), Q03164; MLL-CXXC / FITC-HOXA9 DNA fluorescence polarization; Potency, µM (highest dose often 115 µM), without a hit: top-dose activity change, negative = inhibition, hits mostly inhibitors; 0.037% of 290,000 active; active = well fitted inhibition curve with a large enough effect in the polarisation, with a control signal flat, not every such curve was filed as active; inconclusive = small, poorly fitted or top-dose-only effect, or effect the other way, or a change in a side signal; inactive = no such curve, though single readings can be large or run the other way; the % refers to the polarisation; also: potency is read from the fitted curve at half-maximal effect
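Fluorescence polarization: 7 uM MLL-CXXC (stock) preincubated 5 min with compounds, then 50 nM fluorescein-HOX-A9 DNA (stock) added; 30 min ambient. Buffer 50 mM Tris-HCl pH 7.5, 50 mM NaCl, 1 mM DTT, 0.05% BSA.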
Chronic BCR inh: qHTS Assay to Find Inhibitors of Chronic Active B-Cell Receptor Signaling; ABC-DLBCL IkBa-CBG/CBR reporter, luminescence ratio, 4 h; Potency, µM (top dose mostly 46.1 µM), for the others: at the highest dose ratio change, negative = lower green/red ratio, hits mostly inhibitors; 0.05% of 340,000 active; active = well fitted inhibition curve with a large enough effect in the signal ratio, with a control signal flat, not every such curve was filed as active; inconclusive = small, poorly fitted or top-dose-only effect, or effect the other way, or a change in a side signal; the % refers to the signal ratio;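 also: potency is read from the fitted curve at half-maximal effect; plate controls were basal doxycycline-induced cells for no effect and cells given 10 µM MG132 for full effect; MG132 reads +100%, hits lower the ratio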
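Cell line TMD8 (human ABC DLBCL), stably expressing tet-inducible CBG68-IkBa fusion and CBR; IMDM/0.5% FBS; cpd up to 46 uM; dox induction, 4 h, 37C/5% CO2; dual luminescence; green/red ratio; MG132 control.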
AT treatment: qHTS Assay for Identifying a Potential Treatment of Ataxia-Telangiectasia; […] A-T fibroblasts, KAP-1 phosphorylation AlphaLISA; neocarzinostatin DNA damage 30 min before lysis; Potency, µM (series often up to 57.5 µM), without a hit: top-dose activation, usual class: activators; AID 485349, 2010; 0.19% of 320,000 active; also: potency is read from the fitted curve at half-maximal effect; % of control where 0% means no effect; nearly all actives have a fitted effect of over 45% in size
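hTERT-immortalized A-T patient fibroblasts ([…]), 500 cells/well in OPTI-MEM, 1% FBS, got compounds for 60 min, then NCS for 30 min at 37C. Lysates were then assayed for phospho-KAP-1 by AlphaLISA (anti-pKAP1 donor, anti-KAP1 acceptor beads), 6 hr at 25C.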
Giardia kill: Small Molecules that selectively kill Giardia lamblia: qHTS; Giardia lamblia trophozoite viability; activity change, % at 7.66 µM, hits read low; 0.15% of 340,000 active; AID 540267, 2011; in the data active = activity change below about -80%; inconclusive = between about -30% and that limit;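 also: parasites exposed to compound for two days anaerobically before the ATP read; % is scaled to controls: 0 for no effect and ±100 for the full control effect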
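Luminescent ATP signal served as the viability read-out, measured 15-30 min after adding ATP detection reagent to trophozoites that had been incubated with compounds for 48 hrs at 37 deg C anaerobically at 100 cells/well.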
Tb PFK inh: qHTS Assay to Find Inhibitors of T. brucei phosphofructokinase; ATP-dependent 6-phosphofructokinase (Trypanosoma brucei brucei), O15648; T. brucei PFK, ADP-Glo luminescence; Potency, µM (highest dose often 57.5 µM), inactives show at the highest dose activity, negative = inhibition, most hits filed as inhibitors; 0.17% of 330,000 active; AID 485367, 2010;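 also: potency is read from the fitted curve at half-maximal effect; 0% = uninhibited 1x PFK enzyme wells and -100% = no-enzyme wells; nearly all actives have a fitted effect of over 60% in size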
Target sequence (O15648 whole entry, looked up): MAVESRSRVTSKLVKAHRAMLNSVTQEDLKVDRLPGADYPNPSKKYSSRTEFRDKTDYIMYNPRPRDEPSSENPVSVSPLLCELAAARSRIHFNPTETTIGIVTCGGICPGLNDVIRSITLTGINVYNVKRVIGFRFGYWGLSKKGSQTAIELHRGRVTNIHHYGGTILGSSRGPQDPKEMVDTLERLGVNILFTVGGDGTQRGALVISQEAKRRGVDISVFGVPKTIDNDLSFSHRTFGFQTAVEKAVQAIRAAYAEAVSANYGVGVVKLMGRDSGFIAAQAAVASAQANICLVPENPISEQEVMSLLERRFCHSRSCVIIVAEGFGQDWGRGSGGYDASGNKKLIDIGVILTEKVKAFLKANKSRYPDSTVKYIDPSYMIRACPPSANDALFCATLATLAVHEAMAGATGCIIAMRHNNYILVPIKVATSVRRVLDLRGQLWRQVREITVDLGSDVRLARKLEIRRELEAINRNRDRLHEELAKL
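Compounds were pin-transferred as a titration series up to 57 uM into substrate buffer (0.5 mM F6P, 0.1 mM ATP, pH 8.0), then 1.25 nM PFK was added and reactions ran 45 min before ADP-Glo detection.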
hERG WT inh: qHTS for Inhibitors of KCHN2 3.1: Wildtype qHTS; activity change, % at 1.84 µM; 0.37% of 340,000 active; U2OS, BacMam KCNH2, thallium flux FluxOr; stronger effect = lower value;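 active = maximum activity change below -70%; inconclusive = maximum activity change between -70% and -50%; inactive = maximum activity change above -50%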; also: % is scaled to controls: 0 for no effect and ±100 for the full control effect
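U2OS cells transduced with wild-type KCNH2 virus are loaded with FluxOr dye for 45 min, and thallium flux is measured in kinetic reads before and after stimulation buffer. Rate constants are normalized to DMSO controls.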
Active calls of the source: *; i = inactive; ? = inconclusive; . = not tested or not shown; [ ] = dose if it differs, or a comment. Unless noted, calls follow the shape of the dose curve; as a rule, active = well fitted curve in the direction sought with a large enough effect; inconclusive = small, poorly fitted or top-dose-only effect, or another doubt; inactive = no such curve, though single readings can be large; an effect the other way counts as inactive or inconclusive.

compound | GALK inh | Coupling enz | TCR act | TSHR antagonist | MLL CXXC-DNA inh | Chronic BCR inh | AT treatment | Giardia kill | Tb PFK inh | hERG WT inh
COc1ccc(NC(=O)CCC(=O)OCC(=O)c2ccc(Oc3ccc([N+](=O)[O-])cc3)cc2)cc1 | 1.3% | 2.8 | 2.3%[46.1 µM] | 11.5 | -4.9% | 3.7% | 2.9% | 10.4 | -6.1% | -1.4
COc1cc(NC(=O)c2cc(CC(C)C)on2)c(OC)cc1Cl | -1.2% | -1.7 | 8.8% | -23.3 | 0.1% | 2.7% | 23.1% | -5.0 | 0.2% | 5.0
C#CCN1C(=O)S/C(=C\c2ccc(N3CCOCC3)cc2C)C1=O | 0.3% | 0.0 | -4.8% | 1.0 | 17.0% | 9.6% | -7.0% | -25.3 | 5.0% | 13.5
O=C(CCC(=O)OCC(=O)c1ccc(C(F)(F)F)cc1)OCC(=O)c1ccc(C(F)(F)F)cc1 | -3.5% | 2.1 | 1.0% | 0.4 | -8.5% | 1.5% | 3.4% | -7.5 | 0.6% | -0.3
Cc1c(NS(=O)(=O)c2cccc(C(=O)OCC(=O)N(C)C3CCCCC3)c2)c(=O)n(-c2ccccc2)n1C | 2.2% | 8.4 | -5.3% | 0.6 | -5.9% | -1.1% | 2.3% | 42.4[activator] | -7.1% | -3.3
CCCOC(=O)c1c(NC(=O)c2cnn3c2NC(c2ccccc2)CC3C(F)(F)F)sc2c1CCCC2 (configuration not stated) | 1.0% | -3.4 | -4.6%[46.1 µM] | 5.3 | 4.2% | -11.8% | -0.4% | -0.2 | -3.5% | -7.0
COc1cc(CCC(=O)Nc2ccc(S(=O)(=O)N3CCCC3)cc2)cc(OC)c1OC | . | . | -2.6% | 8.4 | . | -20.6% | 0.2% | -19.7 | 0.0% | 3.4
O=C(CCl)Nc1nc(-c2ccco2)c(-c2ccco2)s1 | -7.6% | -4.3 | 24.2%[46.1 µM] | -22.4 | -2.1% | ? | -5.4% | -11.3 | -7.3% | 1.9
CC(=O)c1ccc(S(=O)(=O)N2CCN(C(=O)c3ccc(COc4ccccc4)o3)CC2)cc1 | . | . | -2.3% | -10.4 | . | -5.9% | -1.7% | -14.7 | 2.8% | -3.4
Cc1ccc(C)c(OCCCN2CCCC2)c1 | 1.3% | -2.4 | -2.2% | 0.5 | 3.4% | ? | 2.3% | -4.7 | -0.2% | 4.0
O=C(O)CSCC(=O)NCc1ccccc1Cl | 4.7% | 2.5 | 0.4% | 10.7 | 3.3% | 1.7% | 8.7% | -15.3 | -6.8% | i
Cc1ccc(S(=O)(=O)N2CCN(S(=O)(=O)c3cccs3)CC2)cc1 | 0.0% | . | -4.7% | -13.2 | -6.3% | 10.1% | 11.4% | -5.8 | -1.4% | 9.9
CCCCN(CC)Cc1ccc(CNC(=O)Nc2ccc(F)cc2)o1 | 0.6% | 2.0 | 0.6% | 19.1 | 5.5% | 12.6% | 0.9% | -9.7 | -9.4% | 10.1
OC(COCCOc1ccc(Br)cc1)CN1CCN(Cc2ccccc2)CC1 (configuration not stated) | 3.3% | 1.0 | -0.6%[46.1 µM] | 0.1 | -0.1% | -11.3% | 14.0% | 8.2 | -2.5% | 12.0
Nc1nnc(SCc2ccc([N+](=O)[O-])cc2)s1 | 0.4% | -0.9 | 0.0% | -5.3 | 4.4% | 1.1% | 1.0% | -14.7 | -12.2% | i
CC(=O)Oc1ccc(N2C(=O)C3C4C=CC(CC4)C3C2=O)cc1[N+](=O)[O-] (configuration not stated) | 3.5% | 3.2 | -5.9% | -2.5 | 7.4% | 10.3% | 0.8% | 12.6 | 7.2% | 4.8
CCC(C)NC(C(=O)Nc1ccc(Cl)c([N+](=O)[O-])c1)c1ccccc1 (configuration not stated) | -0.8% | -1.4 | -3.0%[46.1 µM] | -5.2 | 1.2% | -0.1% | 3.7% | -8.6 | -0.4% | 6.2
O=C(Nc1cccc(Cl)c1)c1ccc(-n2cncn2)c([N+](=O)[O-])c1 | -3.1% | -10.1 | -4.2% | 3.4 | -2.1% | 0.1% | 1.3% | -14.0 | 1.0% | -4.2
CN1/C(=N\O)c2cccc3cccc1c23 | 3.9% | -47.1* | 3.4% | -5.1 | 6.2% | ? | 9.3% | -9.4 | 2.1% | 6.9
CCOC(=O)c1ccccc1NC(=O)c1ccc2nccnc2c1 | 0.0% | -3.9 | -0.9% | -9.8 | -2.5% | -1.8% | 6.8% | -0.9 | 2.4% | 6.0
CCN(CC)c1ccc(NC(=O)CN2CCN(CC(=O)Nc3ccc(OC)cc3)CC2)cc1 | 0.4% | 6.6 | 9.3% | 8.0 | 6.2% | -0.2% | -2.2% | 23.2 | 0.0% | 5.5
CCCNc1nc(C)cc(-c2cc(C(=O)NC3CCCC3)on2)n1 | -0.1% | 0.9 | 0.4% | -9.7 | 2.2% | -17.4% | -3.2% | -5.5 | -1.5% | -0.1
CC(C)Oc1ccccc1/C=N/NC(=O)C1CCCC1 | -4.5% | 0.3 | -1.2% | -17.2 | -0.2% | ? | -1.2% | 3.1 | 3.0% | -1.6
O=C(NC(=O)c1ccc(Cl)cc1)OC1CCCCC1 | 0.2% | 4.5 | -1.7%[46.1 µM] | 4.5 | 0.9% | -7.2% | 15.4% | 16.2 | -5.0% | -2.1
Cc1ccccc1N1CCN(C(=S)c2ccc(-c3ccc([N+](=O)[O-])cc3)o2)CC1 | . | 1.4 | 15.6% | -9.1 | -1.2% | -0.3% | -13.6% | -8.2 | -13.5% | 3.9
CCCN1CCN(CCCNC(=O)c2cc3c(s2)-c2c(C)cccc2OC3)CC1 | -2.6% | 0.3 | -7.1% | 3.4 | 2.4% | 13.0% | 8.7% | 12.6 | -3.8% | 7.7
c1ccc(Cn2ccc(-c3cnc(-c4ccccc4)s3)n2)cc1 | 0.9% | -1.6 | 6.7% | -25.1 | -5.3% | ? | 10.0% | -24.2 | -0.4% | -2.9
O=C1N=C(N2CCOCC2)S/C1=C\c1ccncc1 | 4.2% | 1.0 | 0.8% | 0.2 | -21.6% | 4.4% | -5.3% | 0.5 | -3.2% | -8.0
COc1cccc(NC(=O)c2ccc(S(=O)(=O)N(C)C)cc2)c1 | 0.0% | -3.6 | -4.7% | 5.7 | 2.6% | ? | -4.5% | -6.6 | -0.1% | -3.5
Cc1ccc(-n2c(SCC(=O)Nc3cccc(C)c3)nc3c(oc4ccccc43)c2=O)cc1 | -0.5% | 0.1 | -1.2%[46.1 µM] | -12.1 | -5.9% | 9.1% | -0.7% | . | 0.0% | .
Cc1ccc(C(C)(C)NC(=O)C2CCC(=O)N(C3CCCCCC3)C2)cc1 (configuration not stated) | -2.0% | 1.0 | -1.2% | 1.6 | 20.9% | 2.6% | -2.8% | -1.4 | -6.6% | -9.4
N#C/C(C(=O)NCc1ccco1)=C1/SC(Cc2ccc(F)cc2)C(=O)N1c1ccccc1 (configuration not stated) | -2.7% | 0.3 | -13.3% | 1.2 | 4.4% | 4.7% | -1.2% | 2.5 | 3.0% | -2.5
CC1CN(c2ccc(Cl)cc2[N+](=O)[O-])CCN1S(C)(=O)=O (configuration not stated) | 4.5% | 2.8 | -3.7% | -1.7 | -4.8% | 0.9% | -7.0% | 8.1 | -3.8% | 2.8
S=c1nc(-c2ccc(Br)cc2)oc2c1CCCC2 | 0.0% | 6.5 | -2.3% | 1.0 | ? | -8.9% | . | -2.0 | -1.6% | 14.9
COc1cc(/C=C2\C(=N)N3N=C(S(C)(=O)=O)SC3=NC2=O)ccc1OC(=O)c1ccco1 | -24.5% | 5.8 | -4.0% | -0.8 | 30.9%[activator] | 1.1% | -5.6% | -8.1 | 0.6% | 11.9
S=c1[nH]nc(C2CCCCC2)n1/N=C/c1ccncc1 | 0.9% | 0.9 | -4.8% | -4.6 | 13.3% | 11.8% | -2.0% | 14.0 | -4.9% | -7.5

Not a hit list. About 1.6% of those tested had a hit in this group.
